# Cav32 inh = Cav3.2 calcium influx blockers – cell-based, Fluo-4 calcium fluorescence, FDSS, MLSMR library, primary screen; Voltage-dependent T-type calcium channel subunit alpha-1H (Homo sapiens), O95180; Cav3.2-expressing cells; active compounds read low; B-score at 10 µM; actives 4% (n = 100,000); AID 449739, 2010;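 active = single-dose well whose peak fluorescence ratio is a statistical outlier from its plate by either plate-standardised score or position-corrected B-score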
# * marks the source's active call; other numbers are inactive results. An excerpt, so the mix of outcomes need not match the whole.
SMILES,Cav32 inh
Cn1cnnc1SCC(=O)Nc1ccc2nc(SCc3ccccc3)sc2c1,1.6
Cn1c(=O)c2ncn(CC(=O)Nc3ccc(N4CCOCC4)cc3)c2n(C)c1=O,-0.048
CCOC(=O)C1=C(O)/C(=C/c2ccc(CNC(=O)C(=O)Nc3ccc(C)cc3)o2)N=C1C,0.47
COc1ccc(Oc2c(C)oc3cc(OC(=O)N4CCOCC4)ccc3c2=O)cc1,0.57
COCCCNCCOCCOc1ccc(C)cc1[N+](=O)[O-],-0.46
CCOC(=O)Cc1nnc2c(Nc3ccccc3F)nc3nonc3n12,0.024
Cc1ccc(C(=O)NCc2ccco2)cc1[N+](=O)[O-],0.69
CC1CC(=O)C2=C(C1)Nc1ccccc1N=C2 (stereo not given),-0.064
CCN(CC(=O)Nc1ccc(S(N)(=O)=O)cc1)S(=O)(=O)c1cc(C)ccc1OC,0.28
CC(=O)n1cc([C@H]2C=C(C(=O)NCc3ccccc3)O[C@@H](OCc3ccc(CO)cc3)C2)c2ccccc21,-0.2
CC(=O)N1CCN(C(=S)c2ccc([N+](=O)[O-])cc2)CC1,0.27
COC(=O)/C=C/C(=O)NCc1ccco1,0.46
CC1(C)N=C(N)NC(Nc2ccc(Br)cc2)=N1,0.97
Brc1ccc(-c2nc(-c3ccccn3)no2)o1,0.4
COc1ccc(Cl)cc1-n1c(N)c(C(N)=O)sc1=S,0.034
COC(=O)c1[nH]c2ccc(C)cc2c1NC(=O)CN1CCCc2ccccc21,-2.9
COc1ccc(-c2nc(CS(=O)CC(=O)NCc3ccco3)c(C)o2)cc1 (stereo not given),-0.044
Cc1cc(=O)[nH]c(SCC(=O)Nc2ccc(Br)cc2)c1C#N,-9.8*
CC(C)N=Cc1c(O)[nH]c2ccccc12,-0.2
CC1CN(c2cc3nccnc3cc2F)CC(C)O1 (stereo not given),0.89
Cc1ccc(C2CC(=O)c3cnc(N4CCc5ccccc5C4)nc3C2)cc1 (stereo not given),-3.5
O=C(O)CSc1cnc2ccccc2n1,-0.25
Cc1ccccc1CSc1nnc(-c2cccnc2)n1N,-0.24
CCCCCn1c(=O)[nH]c2cc(C(=O)NCCCN3CCCCC3)ccc2c1=O,0.45
COc1ccc(N2C(=O)CC2(/C=C/c2ccccc2OC)C(=O)NC2CCCC2)cc1 (stereo not given),-5.4*
O=C(Nc1nc2ccc(S(=O)(=O)N3CCCC3)cc2s1)C1CCCO1 (stereo not given),0.15
COc1cc(Cn2cnnn2)ccc1O,-0.14
O=C(Nc1ccccc1)NC1CCN(Cc2nnnn2C2CCCCC2)CC1,0.73
O=C(NCCCN1CCOCC1)c1cc2ccccc2o1,0.2
COc1ccc(C2CC(=O)Oc3c(C(CCN4CCOCC4)c4cc(OC)c(OC)c(OC)c4)c(OC)cc(OC)c32)cc1 (stereo not given),-1
COC(=O)c1ccccc1NC(=O)c1ccccc1OC,0.063
CCN1CCN(c2ncc3c(n2)CC(c2cc(OC)c(OC)c(OC)c2)CC3=O)CC1 (stereo not given),-0.41
CCOC(=O)Cn1c(C)c(C#N)c2ccccc21,0.029
Cc1c(-c2ccc(Cl)cc2)oc(=O)c2c(N)n(-c3ccccc3)nc12,0.63
O=C1NCCCC1C(=O)N1CCN(C(c2ccccc2)c2ccccc2)CC1 (stereo not given),0.27
O=C(O)c1cccnc1NC1CCCC1,0.57
CC1Cc2cc(C3(O)C(=O)c4ccccc4C3=O)ccc2N1 (stereo not given),0.0048
CC(C)C(NC(=O)c1ccc(C(C)(C)C)cc1)C(=O)NC1=NCCS1 (stereo not given),-0.89
CCN1CCCC1CNC(=O)c1ccc(N2CCCC2=O)cc1 (stereo not given),0.33
c1ccc(-c2nc(NCc3ccco3)c3oc4ccccc4c3n2)cc1,-1.5

# Sorted by the number under Cav32 inh (lowest first): 3 from the list above
SMILES	Cav32 inh
COC(=O)c1[nH]c2ccc(C)cc2c1NC(=O)CN1CCCc2ccccc21	-2.9
Cc1ccc(C(=O)NCc2ccco2)cc1[N+](=O)[O-]	0.69
CC1(C)N=C(N)NC(Nc2ccc(Br)cc2)=N1	0.97

# Following part:
SMILES,Cav32 inh
COc1ccc(-n2nc3cc(C)c(NC(=O)C(C)C)cc3n2)cc1,0.046
COC(=O)c1[nH]c2ccccc2c1NC(=O)CN1CCN(C/C=C/c2ccccc2)CC1,0.032
O=C(Cc1ccc(Br)cc1)c1ccc(O)cc1O,-8.6*
O=C(CCc1ccccc1)NC(NC(=S)Nc1cccc(Cl)c1)C(Cl)(Cl)Cl (stereo not given),-2.1
COc1ccc(OC)c(S(=O)(=O)N2CCC(C(=O)NCc3ccccc3OC)CC2)c1,-0.95
CCN(CC)S(=O)(=O)c1ccc2oc(C(=O)NCc3ccc(C)cc3)c(C)c2c1,-3.4
C#Cc1ccc([C@H]2C=C(C(=O)NCc3ccccc3)O[C@@H](OCc3ccc(CO)cc3)C2)cc1,-0.055
O=C(NCc1ccco1)c1cc2ccccc2c(=O)o1,0.18
COc1cccc(-c2cc(C(=O)NCCc3ccccc3)no2)c1,0.048
CCCCNC1CCS(=O)(=O)C1 (stereo not given),-0.3
CCOC(=O)c1ccn(-c2nc(-c3ccco3)cc(C(F)(F)F)n2)n1,0.17
CNC(=O)c1cc2c(=O)n3cc(C)ccc3nc2n(C(C)C)c1=N,-0.98
CSc1nc2ccc(S(=O)(=O)N3CCc4ccccc43)cc2s1,-3.4
O=C(c1cc2nc(-c3cccs3)cc(C(F)(F)F)n2n1)N1CCCc2ccccc21,-4.8*
O=C(c1ccccc1)N1CCC(c2nc(-c3ccc(S(=O)(=O)N4CCOCC4)cc3)no2)CC1,0.8
COc1ccc(C2C(C(C)=O)=C(O)C(=O)N2c2cccnc2)c(OC)c1 (stereo not given),1.1
O=C(NCC1CCN(c2ccc(S(=O)(=O)N3CCOCC3)cc2)CC1)c1ccc(Cl)cc1,-5.4*
COc1cc(OC)cc(C(=O)NNC(=O)NC2CCCCC2)c1,0.53
COc1cccc(CNC(=O)C2(C)Oc3ccccc3NC2=O)c1 (stereo not given),-0.12
C/C(=N\Nc1cc(-c2ccccc2)nc(-c2ccc(Br)cc2)n1)c1cccc(N)c1,-1.7

# Molecules shown so far with fluorine (four):
SMILES,Cav32 inh
CCOC(=O)Cc1nnc2c(Nc3ccccc3F)nc3nonc3n12,0.024
CC1CN(c2cc3nccnc3cc2F)CC(C)O1 (stereo not given),0.89
CCOC(=O)c1ccn(-c2nc(-c3ccco3)cc(C(F)(F)F)n2)n1,0.17
O=C(c1cc2nc(-c3cccs3)cc(C(F)(F)F)n2n1)N1CCCc2ccccc21,-4.8*

# Additional compounds:
SMILES,Cav32 inh
Cn1nnc2cc(C(=O)N3CCCCCC3)ccc21,0.41
Cc1cc2ncn(C(=O)N3CCOCC3)c2cc1C,-1.1
CC1CCc2nc(NC(=O)CCSc3ccccc3)sc2C1 (stereo not given),-0.23
CO/N=C(/CS(=O)Cc1ccc(Cl)cc1)c1ccc(Cl)cc1 (stereo not given),-2.3
O=C1COc2ccccc2CN1,0.14
O=c1c(-c2ccccc2)coc2c(CN3CCOCC3)c(O)ccc12,0.9
CNC(=O)C1CCC(=O)N1Cc1ccc(C)cc1 (stereo not given),0.64
CCOc1ccccc1NC(=O)N1C2CCCC1CC(NC(=O)C1CC1)C2 (stereo not given),0.52
CCOC(=O)CN1C(=O)C(CC)Oc2ccc(Cl)cc21 (stereo not given),-2
CC(=O)Nc1ccc(S(=O)(=O)N2CCSC2c2ccccc2Cl)cc1 (stereo not given),-2
O=C(NCc1ccc2[nH]c3c(c2c1)CCCC3)N1CCOCC1,-0.46
O=C(NCCCN1CCOCC1)c1cc(C(=O)C2CC2)c[nH]1,0.85
CCC(=O)OC1(C)C(=O)C2=COC(c3ccc(OC)cc3)=CC2=C(Br)C1=O (stereo not given),0.11
CN(C)/C=N/c1c(C#N)cnn1-c1ncnc2sc(-c3ccccc3)cc12,-0.27
COc1ccc(C[C@@H]2CN3C(=NC[C@@H]3C)N2CCNC(=O)c2ccc(C)c(Br)c2)cc1,-2.3
CCN(CC)S(=O)(=O)c1cc(C(=O)Nc2ccncc2)ccc1Cl,0.85
CN(C)c1ccc(-c2ccccc2)nn1,0.99
CC(C)(C(=O)c1ccccc1)/[N+]([O-])=C/c1ccc(F)cc1,0.25
COc1ccccc1NC(=O)C(C)Sc1nnnn1C (stereo not given),-0.33
Cc1ccc2cccc(NC(=S)NC(=O)c3ccn(C)n3)c2n1,-1.1

# No new results follow: four of the compounds above.
SMILES,Cav32 inh
Cn1nnc2cc(C(=O)N3CCCCCC3)ccc21,0.41
Cc1cc2ncn(C(=O)N3CCOCC3)c2cc1C,-1.1
CC1CCc2nc(NC(=O)CCSc3ccccc3)sc2C1 (stereo not given),-0.23
CO/N=C(/CS(=O)Cc1ccc(Cl)cc1)c1ccc(Cl)cc1 (stereo not given),-2.3

# (list continues)
SMILES,Cav32 inh
Cn1c(=O)c2c(SCc3ccccn3)nc(C3CC3)nc2n(C)c1=O,-0.73
CCCCN1C(N)=NC[C@@H]1CCCCN,-0.063
O=C(/C=C/NNC(=O)c1ccccc1)c1ccc(Br)cc1,-3.6
COc1ccc2cc3cc(C(=O)NCc4cccs4)oc3nc2c1,1.7
Cc1cc(C(=O)OCC(=O)NCCC(C)C)c2ccccc2n1,-0.029
Cc1ccc2c3c1C(=O)C(=O)N3C(C)(C)CC2C (stereo not given),-2.3
COc1cc(C#CC#CCN2CCCCC2)ccc1O,-0.84
CCOC(=O)C1CCCN(Cc2ccccc2OCC)C1 (stereo not given),-0.58
Cc1c(NC(=O)c2cc(C3CC3)on2)c(=O)n(-c2ccccc2)n1C,0.29
CN1OC(CC(=O)O)N(c2ccc(Cl)cc2)C1=O (stereo not given),-0.11
COc1ccc(C(C(=O)OCCN(C)C)c2ccccc2)cc1 (stereo not given),0.15
Cc1cccnc1N(C(=O)Nc1ccccc1)C1=NCC(C)(C)S1,0.17
CC1=C(C(=O)OCc2ccccc2)C(c2ccoc2)C(C#N)=C(N)O1 (stereo not given),-0.93
Cc1cc(C)nc(SCc2nnc(SCC(=O)N3CCOCC3)o2)n1,0.49
CCC1(CC)Cc2ccccc2-c2nc3ccccc3c(=O)n21,-0.96
O=C(Oc1ccc(OC(=O)N2CCOCC2)cc1)c1ccccc1,-0.68
CCOC(=O)NCc1ccc(S(=O)(=O)Nc2c(C)cccc2C)cc1,-0.33
COc1ccccc1NC(=O)N(Cc1ccco1)Cc1cc2ccc(C)c(C)c2[nH]c1=O,-6.7*
O=C(c1ccc(CS(=O)(=O)c2cccc(C(F)(F)F)c2)o1)N1CCN(c2ccccn2)CC1,-0.75
CCn1c(CNc2ccc(F)cc2)nnc1SCC(=O)Nc1ccccc1OC,-0.63

# Single entries from the entries so far.
# `COc1ccc(C(C(=O)OCCN(C)C)c2ccccc2)cc1` (stereo not given) @ Cav32 inh = 0.15
# `COc1ccc2cc3cc(C(=O)NCc4cccs4)oc3nc2c1` @ Cav32 inh = 1.7
# `Cc1cc(C)nc(SCc2nnc(SCC(=O)N3CCOCC3)o2)n1` @ Cav32 inh = 0.49
# `O=C(/C=C/NNC(=O)c1ccccc1)c1ccc(Br)cc1` @ Cav32 inh = -3.6
# `CCOC(=O)C1CCCN(Cc2ccccc2OCC)C1` (stereo not given) @ Cav32 inh = -0.58
# `CN1OC(CC(=O)O)N(c2ccc(Cl)cc2)C1=O` (stereo not given) @ Cav32 inh = -0.11
# `O=C(Oc1ccc(OC(=O)N2CCOCC2)cc1)c1ccccc1` @ Cav32 inh = -0.68

# The list continues:
SMILES,Cav32 inh
CCO[C@@H]1OC(C(=O)NCc2ccccc2)=C[C@H](c2cn(C(C)=O)c3ccccc23)[C@H]1CCCO,-0.61
Cc1ccc(-c2nc(N/N=C/c3ccncc3)c3ccccc3n2)cc1,0.0053
COc1ccc(NC(=S)NCCc2c[nH]c3ccc(OC)cc23)c(OC)c1,-1.2
C#Cc1ccc([C@@H]2C=C(C(=O)OCC=C)O[C@H](OCCCCO)C2)cc1,-0.59
Cn1cc(Br)cc2nc(C(F)(F)F)nc1-2,-0.51
Cn1c(SCC(=O)Nc2ccccc2F)nnc1-c1ccc(S(=O)(=O)N2CCOCC2)cc1,-0.12
CC(C)CC(NC(=O)C1CCC(C)CC1)C(=O)Nc1ccccn1 (stereo not given),0.04
CN(C)c1ccc(CN2CCCCCC2)cc1,-0.93
O=C1CCc2cc(S(=O)(=O)NC(Cc3ccccc3)C(=O)NC3CCCC3)ccc2N1 (stereo not given),0.0024
COc1ccc(-c2nnn(CCc3nn[nH]n3)n2)cc1OC,0.94
C=C(C)Cn1c(N2CC(C)CC(C)C2)nc2c1c(=O)[nH]c(=O)n2C (stereo not given),-1.7
COc1cccc(C(=O)N(CN2CCCC2=O)c2cccc(Cl)c2)c1,1.9
COC(=O)Nc1ccc2ncn(C)c(=O)c2c1,-1.1
Cc1cc2ncn(CCOc3ccccc3C#N)c2cc1C,-0.53
CC(C)(C)c1ccc(C(=O)NCc2ccc(Cl)cc2)cc1,-1
Cc1ccc(/C([O-])=C(/C(=S)NCc2ccco2)[n+]2ccccc2)cc1,0.13
COc1cc(S(=O)(=O)NC2CCCC2)ccc1F,0.63
Cc1onc(-c2c(Cl)cccc2Cl)c1C(=O)Nc1c(C)n(C)n(-c2ccccc2)c1=O,1.3
COc1ccc(CCNC(=O)C23CN(Cc4ccccc4)CC2C(c2cccc([N+](=O)[O-])c2)=NO3)cc1 (stereo not given),-2.4
CC1=Nn2c(nnc2-c2ccccc2Cl)SC1,0.14
COc1cc2c(C#N)c(N3CCc4ccccc4C3)nc(N)c2c(N)n1,0.4
COc1cc(C(=O)N2CCCc3ccccc32)cc(OC)c1OC,1.1
Cn1c(SCCOc2cccc(Cl)c2)nnc1-c1ccncc1,-0.29
C#CCNC(=O)C1=C[C@H](c2coc3ccccc3c2=O)C[C@H](OCc2ccc(CO)cc2)O1,0.34
COc1ccc(C(=O)NC2CCN(CC(=O)Nc3cccc(C)c3)CC2)cc1OC,2.2
O=C1COc2ccc(C(=O)CSc3nnc(-c4cccs4)n3Cc3ccccc3)cc2N1,-2.2
COC(=O)c1cc2c(C)c(C)c3ccccn3c-2c1C(=O)OC,0.097
O=C(C1Cc2ccccc2CN1S(=O)(=O)c1cccs1)N1CCCCC1 (stereo not given),0.21
COCCN(C(=O)Cn1nnc2ccccc21)C(C(=O)NC1CCCC1)c1ccc(OC)cc1OC (stereo not given),0.63
CCc1ccc(S(=O)(=O)NC(CC(=O)O)c2ccccc2)cc1 (stereo not given),0.43
